# From PubChem
# XBP1 UPR activ – activators of adaptive XBP1 UPR arm, primary screen, cell-based, CHO-XBP1 luciferase reporter, luminescence, uHTS; activation, % at 20 µM; 330,000 tested, 0.33% active; AID 463104, 2010; IRE1-XBP1 UPR activation; percent of tunicamycin response, DMSO as zero;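 active = versus positive control, 20 µM dose yields 30% or more activation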;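 also: 100% = tunicamycin at 10 µg/mL and 0% = DMSO only wells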
#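 Assay system: CHO-XBP1 luciferase reporter cells; Schedule: 6 h treatment, 37 °C; Detection: glow luminescence from Steady-Glo reagent; Benchmarks: high control tunicamycin 10 µg/mL final, low control DMSO vehicle only.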
# TIM10 inh – growth inhibitors of isogenic TIM10 control yeast, primary screen, counter-screen for tim10-1 yeast inhibitor project, luminescence, uHTS; 330,000 tested, 1.4% active; AID 463195, 2010; S. cerevisiae TIM10 strain growth, BacTiter-Glo luminescence, 24 h; inhibition, % at 10 µM;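 active = inhibition of 40% or more at the single tested concentration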;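 also: wild-type TIM10 isogenic control strain grown at permissive 25 °C; 0% = DMSO yeast wells and 100% = minimal medium wells without yeast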
# tim10-1 inh – growth inhibitors of tim10-1 mutant yeast, primary screen, luminescence, uHTS. S. cerevisiae tim10-1 ts strain growth, BacTiter-Glo, 24 h. inhibition, % at 20 µM. 330,000 tested, 2.2% active;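 active = inhibition of at least 40%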;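 also: mutant grown at 25 °C; 0% = DMSO wells with yeast and 100% = wells holding no yeast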
# Mdm2-MdmX inh – inhibitors of human Mdm2-MdmX association, primary screen, cell-based, luminescence, split luciferase, SaOS-2, uHTS. inhibition, % at 8 µM. 330,000 tested, 3% active. SaOS-2 split-luciferase Mdm2/MdmX complementation. AID 485346, 2010. Protein Mdm4 (Homo sapiens) + E3 ubiquitin-protein ligase Mdm2 (Homo sapiens), …;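 active = inhibition of at least 50% at 8 µM in the primary screen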
# Target sequence (O15151 whole entry, looked up): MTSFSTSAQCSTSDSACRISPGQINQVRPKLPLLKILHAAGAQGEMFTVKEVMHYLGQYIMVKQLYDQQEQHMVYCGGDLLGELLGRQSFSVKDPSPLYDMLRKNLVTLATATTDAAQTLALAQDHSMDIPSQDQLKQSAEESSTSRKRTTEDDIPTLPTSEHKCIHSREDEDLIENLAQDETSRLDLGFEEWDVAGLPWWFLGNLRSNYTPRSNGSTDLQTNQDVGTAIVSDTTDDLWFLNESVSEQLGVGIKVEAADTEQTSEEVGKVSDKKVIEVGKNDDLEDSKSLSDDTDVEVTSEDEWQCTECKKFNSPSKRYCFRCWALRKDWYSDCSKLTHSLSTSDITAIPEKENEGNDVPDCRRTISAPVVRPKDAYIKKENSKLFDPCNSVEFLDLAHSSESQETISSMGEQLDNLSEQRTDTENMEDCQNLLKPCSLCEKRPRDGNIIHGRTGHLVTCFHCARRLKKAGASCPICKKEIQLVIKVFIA
# Target sequence (Q00987 whole entry, looked up): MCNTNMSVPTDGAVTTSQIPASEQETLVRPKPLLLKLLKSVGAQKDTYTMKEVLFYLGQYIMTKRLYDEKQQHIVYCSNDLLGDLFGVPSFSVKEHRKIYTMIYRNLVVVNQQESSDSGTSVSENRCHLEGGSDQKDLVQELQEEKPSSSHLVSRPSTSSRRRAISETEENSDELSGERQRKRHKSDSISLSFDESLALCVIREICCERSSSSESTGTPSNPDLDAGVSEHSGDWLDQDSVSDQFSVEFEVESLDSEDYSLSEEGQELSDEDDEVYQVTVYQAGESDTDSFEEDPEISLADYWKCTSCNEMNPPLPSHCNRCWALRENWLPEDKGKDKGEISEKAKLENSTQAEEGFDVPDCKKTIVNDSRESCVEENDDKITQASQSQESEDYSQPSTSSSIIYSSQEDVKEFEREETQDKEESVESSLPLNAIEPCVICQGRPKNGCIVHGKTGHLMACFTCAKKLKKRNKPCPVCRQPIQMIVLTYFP
# tim23-1 inh – growth inhibitors of tim23-1 mutant yeast, primary screen, luminescence, uHTS. inhibition, % at 20 µM. 330,000 tested, 1.3% active. S. cerevisiae tim23-1 growth, BacTiter-Glo luminescence, 24 h;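 active = growth inhibition of the mutant yeast at or above 50%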;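 also: temperature-sensitive mutant grown at 25 °C; plate controls were DMSO-treated mutant yeast for no effect and medium wells lacking yeast for full effect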
# CXCR6 inh – CXCR6 receptor inhibitors, primary screen, cell-based, beta-arrestin, luminescence, CHO-K1 PathHunter, 1536-well; C-X-C chemokine receptor type 6 (Homo sapiens), O00574; inhibition, % at 20 µM; 360,000 tested, 0.36% active; AID 602244, 2012; in the data active = inhibition above about 34%, passing the limit was not always enough;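 also: antagonist mode with CXCL16 agonist at 10 nM final; 0% = 10 nM CXCL16 with DMSO and 100% = unstimulated wells without agonist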
# APJ antag – antagonists of human apelin receptor APJ, primary screen, CHO-K1 cells, beta-arrestin complementation, luminescence | 330,000 tested, 0.32% active | inhibition, % at 20 µM | AID 2521, 2010 | P35414;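 active = inhibition above about 40% at 20 µM, limit read from the data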;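 also: cells challenged with 10 nM apelin-13 agonist together with compound; plate controls were apelin-13 plus DMSO wells for no effect and DMSO wells lacking apelin-13 for full effect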
# APJ ag – agonists of human apelin receptor APJ, primary screen, CHO-K1 cells, PathHunter beta-arrestin, luminescence. 0% DMSO wells, 100% apelin. 330,000 tested, 0.11% active. activation, % at 20 µM;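 active = activation more than six SD over the plate average, tested at 20 µM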;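 also: 0% = DMSO alone and 100% = apelin-13 at 10 nM; some results filed as inactive read as strong as hits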
#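 Test system: CHO-K1 APJ beta-arrestin complementation cell line. Amount: cell density 1000 per well. Controls: DMSO negative, 10 nM Apelin-13 positive. Signal: luminescent beta-gal fragment complementation, chemiluminescent substrate. Read-out basis: agonist-driven arrestin binding to APJ. Timing: compound stimulation 90 min at 25 °C, detection 60 min.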
# UPR CHOP act – activators of apoptotic CHOP UPR arm, primary screen, cell-based, CHO-CHOP luciferase reporter, luminescence, uHTS | 330,000 tested, 0.34% active | UPR activation; percent of tunicamycin response over DMSO baseline | activation, % at 10 µM;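 active = at 10 µM dose, activation of 40% or more, normalized to positive control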;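 also: 100% = tunicamycin at 10 µg/mL and 0% = DMSO alone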
#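 assay system = CHO CHOP reporter cells | amount = 500 CHO-CHOP cells per well | buffer or medium = F12 with 10% FBS | incubation = 16-18 h cell attachment, then 6 h compound exposure, 37 °C | detection = luminescence read with Steady-Glo | read-out = percent activation relative to tunicamycin control | controls = tunicamycin high control, DMSO low control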
# The depositor's hits bear a star; & = joins results of further samples.
SMILES,XBP1 UPR activ,TIM10 inh,tim10-1 inh,Mdm2-MdmX inh,tim23-1 inh,CXCR6 inh,APJ antag,APJ ag,UPR CHOP act
COc1ccc2c(c1)C(SCC(=O)NCCc1ccccc1)CC(C)(C)O2 (configuration not stated),-2,-14,20,16,21,7,-12,-3,-0.4
COc1ccc(N(C(=O)c2snc(C(N)=O)c2N)C(C(=O)NC2CCCC2)c2ccc3ncccc3c2)cc1 (configuration not stated),0,-11,15,10,18,-7,5,2,-0.2
Cc1ccc(CN(c2ccc(C(=O)N3CCCC3)cc2)S(C)(=O)=O)cc1,-1,44*,40,21,44,2,17,-5,-2.4
CCOCCc1nnc(NC(=O)c2ccc(OC)c(OC)c2)s1,-4,5,3,2,8,8,16,4,0.1
COc1ccc(Cc2nc3ccccc3n2CC(=O)N/N=C/c2ccc(O)cc2)cc1OC,3,2,1,22,4,2,1,-1,-1.6
COc1cc(-c2nnn(CC(=O)N3CCOCC3)n2)cc(OC)c1OC,1,-4,-5,10,5,-9,-3,2,0.6
CC(C)c1ccc(N2CC(C(=O)Nc3nccs3)CC2=O)cc1 (configuration not stated),-1,21,31,9,38,-1,2,-2,-0.9
O=C1CC(c2ccc(F)cc2)Sc2ccccc2N1 (configuration not stated),8,-1,16,25,29,2,18,-4,4.9
CC1CCCCC1NC(=O)CN1C(=O)NC(C)(c2cccc(Br)c2)C1=O (configuration not stated),0,5,1,-21,16,-6,-14,-5,2.3
Cc1csc(NC(=O)CSc2[nH]c(=O)ncc2C)n1,-4,-4,-5,17,2,9,9,-3,-2.6
O=c1c(Cl)c(NCc2ccco2)cnn1C12CC3CC(CC(C3)C1)C2,0,-11,-21,15,31,1,4,-2,1.8
O=C1CSC(c2ccccc2[N+](=O)[O-])N1c1cccc(F)c1 (configuration not stated),-1,9,16,-32,14,-2,-1,1,1.7
CCc1cc2c(NCCN3CCCCC3)ncnc2s1,2,-2,3,0,3,-4,-12,-3,-1.5
COc1ccccc1C1=NOC(C)(c2sc(-c3ccc(Cl)cc3)nc2C)C1 (configuration not stated),3,-27,-34,-3,-15,2,3,7,0.8
CCCCCC(=O)N/N=C/c1ccco1,-2,-13,-9,7,-9,-2,-10,-3,-0.3
Cc1nc(NN)c2c3c(sc2n1)COC(C)(C)C3,-2,10,0,-26,-4,-4,-2,2,-1.6
CCOC(=O)c1sc(NC(=O)c2c(CC)noc2C)nc1C,0,16,26,16,30,-2,19,-3,-0.3
COCCNC(=O)C(OC(=O)c1ccco1)c1ccccc1Cl (configuration not stated),-2,0,4,2,9,7,12,3,-0.4
COc1ccc(/C=C/C(=O)c2oc3ccc(F)cc3c2C)cc1,2,27,41*,-12,29,1,6,0,1.4
Cc1cc(C)cc(NC(=O)C2CCN(c3nc(C)cc(C)n3)CC2)c1,-1,-20,-1,7,-20,1,-2,-2,-1.6
CC(C)(C)NC(=O)Cn1c(-c2nonc2N)nc2ccccc21,-1,-3,12,17,13,6,-7,-3,0.4
Cc1cccc(NC(=O)NNC(=O)c2sccc2-n2cccc2)c1,-1,-7,4,13,-5,2,3,-4,-0.5
COC(=O)Nc1cc(C)nc2ccccc12,4,6,3,-14,-5,1,-3,-1,-3.5
O=C(NC(=S)Nc1nc(-c2cccc3ccccc23)cs1)c1cc2ccccc2o1,1,20,9,-1,-4,17,7,-1,0.9
COc1ccc(-c2cn[nH]c2-c2ccc(OCC(=O)NN)cc2O)cc1OC,0,-3,17,14,1,-5,-4,-1,0.4

# Looked up one by one from the list above (two):
SMILES,XBP1 UPR activ,TIM10 inh,tim10-1 inh,Mdm2-MdmX inh,tim23-1 inh,CXCR6 inh,APJ antag,APJ ag,UPR CHOP act
Cc1csc(NC(=O)CSc2[nH]c(=O)ncc2C)n1,-4,-4,-5,17,2,9,9,-3,-2.6
COc1ccc(Cc2nc3ccccc3n2CC(=O)N/N=C/c2ccc(O)cc2)cc1OC,3,2,1,22,4,2,1,-1,-1.6

# (further entries)
SMILES,XBP1 UPR activ,TIM10 inh,tim10-1 inh,Mdm2-MdmX inh,tim23-1 inh,CXCR6 inh,APJ antag,APJ ag,UPR CHOP act
Cc1cc(C)nc(SCC(=O)Nc2ccc(N3CCOCC3)cc2)n1,1,-11,-6,2,3,-5,-4,-3,-2.2
CNc1snc(C)c1C(=O)OC(C)C(=O)Nc1cccc(C)c1 (configuration not stated),-1,-12,1,19,5,2,-1,0,0.5
CCNS(=O)(=O)c1ccc(NC(=O)Nc2ccc3c(c2)OCO3)cc1,3,7,8,8,2,-4,-51,-5,0.8
CN(C)CCCNC(=O)N1c2ccccc2Sc2ccccc21,-5,-9,2,-19,1,6,1,-2,-1.0
COc1ccccc1OCCn1nnc2ccccc21,3,9,1,-1,-2,-2,14,-2,3.7
CCOC(=O)Cn1nc(C)c(NC(=O)c2ccc(Br)o2)c1C,1,-21,-16,14,-1,-7,-12,0,1.2
Cc1cccnc1NC(=O)C1CCCN1S(=O)(=O)c1ccc(Cl)cc1 (configuration not stated),0,-10,-4,6,-4,0,13,-4,-1.2
CCO[C@H]1OC(C(=O)NC2CC2)=C[C@@H](c2ccc(Br)cc2)[C@@H]1CCCO,-1,13,20,9,21,-10,10,-4,1.1
COC(=O)c1cc2occc2n1CC(=O)N(C)C1CCCCC1,-1,5,10,20,9,9,13,-4,-0.4
CCN(CC)S(=O)(=O)c1ccc(OC(C)C)nc1,-3,-6,-4,-8,14,-10,-9,-3,-0.6
Cc1c(NC(=O)c2cccs2)cccc1NC(=O)c1cccs1,0,-13,-23,10,0,2,4,-7,-0.3
COc1ccccc1-n1c(SCC(=O)Nc2nnc(C)s2)nc2c(c1=O)SCC2,-3,3,3,-8,20,4,6,4,-1.8
COc1ccc2sc(-c3ccc(N(C)C)cc3)c(-c3ccc4cc[nH]c4c3)c2c1,3,9,18,-42,16,-3,-1,-4,3.5
CCOCCCN(CCC#N)C(=O)C1CCN(S(=O)(=O)c2ccc(-n3cnnn3)cc2)CC1,-1,8,-20,15,10,-4,17,-2,2.5
COC(=O)CCC(=O)Nc1nccs1,-3,-9,5,19,7,8,-6,-1,-0.4
O=C(Nc1sc(-c2ccccc2)cc1C(=O)O)c1ccccc1,4,2,5,-69,16,6,-17,-1,5.9
Cc1cccc(N(CC(=O)NC2CCCCC2)C(=O)c2csnn2)c1,2,-17,3,10,9,-2,-6,-5,-0.7
CCOc1ccc(OCC)c2sc(C)nc12,3,5,31,-11,27,10,-22,-2,2.7
COc1ccc(OC)c(CN2CCN(C(=O)c3ccc(S(=O)(=O)Nc4ccccc4F)cc3)CC2)c1,0,14,0,2,3,-7,12,-3,-0.5
Fc1ccc(C2c3cccn3CCN2C(=S)Nc2cccc(F)c2)cc1 (configuration not stated),-6,25,40,0,32,-10,0,-3,-0.2
CNC(=O)Oc1ccc2c(c1)[C@]1(C)CCN(C)C1N2C (some centres not stated),-5&-3,-3&3,-12&20,22&14,6&8,-3,-2&2,-3&-3,1.7&0.3
Cc1ccc(S(=O)(=O)N/N=C2/CC(c3ccccc3)Oc3ccccc32)cc1[N+](=O)[O-] (configuration not stated),0,28,20,-18,14,11,13,-6,2.2
COc1ccc2c(c1OC)C(=O)N1C2SC[C@H]1C(=O)NC1CCCCC1 (some centres not stated),-1,-4,34,4,17,-5,-6,-1,-1.3
O=C(CCn1nc(-c2ccc(Cl)cc2)c2ccccc2c1=O)NCC1CCCO1 (configuration not stated),1,12,23,5,16,9,1,-7,2.3
C/C(=N/NC(=O)c1cc(C)[nH]n1)c1ccco1,-2,10,-5,-18,0,-6,-7,1,1.2

# 3 compounds from above, ordered by the value under APJ antag, highest first:
Compound | APJ antag
CCOC(=O)c1sc(NC(=O)c2c(CC)noc2C)nc1C | 19
Cc1cccc(NC(=O)NNC(=O)c2sccc2-n2cccc2)c1 | 3
Cc1cccc(N(CC(=O)NC2CCCCC2)C(=O)c2csnn2)c1 | -6

# Continued.
SMILES,XBP1 UPR activ,TIM10 inh,tim10-1 inh,Mdm2-MdmX inh,tim23-1 inh,CXCR6 inh,APJ antag,APJ ag,UPR CHOP act
O=c1cc(CNc2ccc(Br)cc2)nc2sccn12,1,23,38,-10,15,-2,7,0,0.2
COc1ccc(C)cc1NC(=O)CCCN1C(=O)NC(C)(C)C1=O,-2,-5,-10,8,-14,-4,2,-2,-1.9
Cc1[nH]c2ccccc2c1Cc1n[nH]c(=S)o1,-2,7,-1,-26,2,7,7,-1,0.3
COC(=O)COc1ccc(S(=O)(=O)Nc2ccc3c(c2)OCO3)cc1Cl,-2,-17,12,52*,26,-13,-6,-1,-1.6
COc1ccc(CCNC(=O)COC(=O)c2ccccn2)cc1,-2,2,9,4,12,-2,16,-1,-0.8
COc1ccc(-c2noc(CN(C(=O)c3ccoc3C)C(C)C)n2)cc1,3,-7,1,13,23,-1,-12,1,-0.6
Cc1ccc(NS(=O)(=O)c2cccc(C(=O)NCCCn3ccnc3)c2)cc1,-2,-2,11,35,8,5,-18,-2,-0.1
O=C1C2CCCCC2C(=O)N1c1nccs1 (configuration not stated),-5,-2,8,10,-4,10,-8,-1,5.6
O=S(=O)(c1ccc(N2CCCC2c2nc3ccccc3s2)nc1)N1CCOCC1 (configuration not stated),-3,28,34,-3,38,-8,9,3,-1.0
Cc1ncc([N+](=O)[O-])n1CC(=O)Nc1ccc(F)c(F)c1,-3,0,6,12,5,6,13,-6,-0.2
CC(=O)N(C)c1ccc(NC(=O)/C=C/c2ccccc2Cl)cc1,6,12,10,17,16,-17,6,-2,11
CC1(CCBr)C(=O)N(c2ccccc2)c2ccccc21 (configuration not stated),-2,9,0,21,26,8,-18,-2,0.9
Cc1cccc(NC(=O)CSc2nc3ccccc3c(=O)n2CC2CCCO2)c1 (configuration not stated),0,1,16,9,24,7,-2,-2,-0.2
Cc1ccc(C(=O)OCC(=O)Nc2ccccc2)cc1NC(=O)c1ccco1,1,17,8,-19,10,-4,17,-2,4.7
CC(C)(C)N1C(=O)c2ccc(C(=O)Nc3ccc(-c4nc5ccccc5[nH]4)cc3)cc2C1=O,-2,-3,-4,9,-32,0,-10,-1,4.0
COc1cc(C(=O)OCC(=O)N2c3ccccc3NC(=O)C2(C)C)ccc1OCC(C)C,-1,13,11,9,18,-7,-21,7,0.0
COc1cccc(CNC(=O)CCNC(=O)C2CCN(S(=O)(=O)c3ccccc3)CC2)c1,-1,0,-1,-9,-6,0,6,-4,0.1
CNCCC=C1c2ccccc2C=Cc2ccccc21,-6,1,1,33,-36,-2,6,4,-0.6
CC(C)(O)C#Cc1ccc(CN2CCC(CO)(CCc3ccccc3)CC2)cc1,-8,2,-5,21,5,0,-23,-2,0.3

# This is a subset, so the mix of outcomes need not match the whole.
